PABP1 MLLE inh: inhibitors of microRNA-mediated deadenylation, human PABP1 MLLE binding; GST-MLLE / FITC-PAM2 fluorescence polarization; inhibition, % at 20 µM; 0.36% of 360,000 active; in the data active = inhibition above about 35%, passing the limit was not always enough;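 also: plate controls were DMSO wells with GST-MLLE for no effect and wells lacking GST-MLLE protein for full effect; some results filed as inactive read as strong as hits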
MT1-MMP act inh: inhibitors of human MT1-MMP activation; P50281; HT1080 RFP-PRO-GFP cells, GFP/RFP ratio fluorescence, overnight; percent of plate control window, DMSO zero; GFP/RFP ratio change, % at 20 µM; 0.061% of 360,000 active; AID 651647;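 active = GFP/RFP ratio change of at least 30% with cell ATP level not reduced by more than half and red fluorescence within 50% of control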; also: strong numbers were not always called active
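Compound: 20 µM single dose, 1% DMSO / System: HT1080 RFP-PRO-GFP cells / Controls: DMSO and RFP-L50D-GFP cell wells / Read-out basis: GFP/RFP fluorescence ratio / Schedule: overnight compound exposure at 37 °C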
Rin1-Abl PPI inh: human Rin1-Abl interaction inhibition. 0.4% of 360,000 active. inhibition, % at 7.35 µM. P00519+Q13671. TR-FRET Rin1/Abl binding, biochemical; in the data active = inhibition above about 5%, passing the limit was not always enough
NadD block: blocks S. aureus nicotinate mononucleotide adenylyltransferase | purified NadD enzyme, colorimetric absorbance read-out | inhibition, % at 20 µM | 0.78% of 360,000 active | AID 602399; in the data active = inhibition above about 26%; also: some compounds past the cut are filed as inactive
Rpn11 inh: inhibitors of human proteasome Rpn11. O00487. human 26S proteasome, Ub4-pepOG fluorescence polarization; 20S core pre-blocked with epoxomicin. calls only at 20 µM. 0.59% of 360,000 active;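 active = inhibition at 20 µM, scaled to each plate's controls, above about 33%, limit read from the data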
SKN-1 block: C. elegans SKN-1 inhibition; C. elegans VP596 Pgst-4::GFP/RFP ratio, acrylamide-induced, 24 h; inhibition, % at 21.8 µM; 0.49% of 360,000 active;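 active = interference check ratio from 0.5 to 1.5 plus GFP to RFP signal ratio inhibition reaching or exceeding a fixed threshold, cut at about 30% in these data, passing the limit was not always enough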; also: some compounds called inactive have numbers as strong as hits
CSN inh: blocks human CSN-mediated cullin deneddylation; Q92905; Purified CSN, SCF-Nedd8-OG deneddylation, fluorescence polarization; inhibition, % at 12.5 µM; 0.38% of 360,000 active; AID 651999;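 active = pattern-corrected inhibition above about 35%, with an unprinted fluorescence ratio check between 0.5 and 1.5, limit read from the data, passing the limit was not always enough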;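 also: 0% = enzyme with substrate and 100% = substrate without enzyme; some results filed as inactive read as strong as hits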
Target sequence (Q92905 whole entry, looked up, one chain of several): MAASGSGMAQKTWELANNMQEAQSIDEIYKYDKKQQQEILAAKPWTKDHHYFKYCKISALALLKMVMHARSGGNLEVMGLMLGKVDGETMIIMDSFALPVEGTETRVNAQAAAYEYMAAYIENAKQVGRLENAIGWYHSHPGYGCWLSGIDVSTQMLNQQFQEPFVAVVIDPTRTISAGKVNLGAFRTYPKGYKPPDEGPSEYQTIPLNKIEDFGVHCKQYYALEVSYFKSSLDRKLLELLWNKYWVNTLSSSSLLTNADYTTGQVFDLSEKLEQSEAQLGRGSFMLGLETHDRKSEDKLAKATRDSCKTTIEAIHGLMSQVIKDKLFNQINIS
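Assay system: purified human Csn5 enzyme expressed in HEK293T cells; measure: % inhibition; also added: SCFSkp2-Nedd8OG substrate at 10 nM final; technique: fluorescence polarization; times: reaction 90 min, room temperature; medium: Tris buffer pH 7.5, NaCl, DTT, Tween-20, trehalose, ovalbumin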
FAS TE block: blocks the thioesterase domain of human fatty acid synthase; recombinant FAS-TE, OMFH fluorogenic substrate, fluorescence endpoint; inhibition, % at 15 µM; 0.67% of 360,000 active;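 active = compounds whose normalised, plate-corrected inhibition of enzyme fluorescence in the single-dose primary screen is 50% or more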;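 also: 0% = DMSO with enzyme and 100% = substrate without enzyme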
Neddylation inh: blocks human cullin neddylation. P61081+Q13564. TR-FRET cullin neddylation, biochemical. calls only at 25 µM. 0.58% of 360,000 active. AID 651699; in the data active = inhibition above about 36%
Target sequence (P61081 whole entry, looked up): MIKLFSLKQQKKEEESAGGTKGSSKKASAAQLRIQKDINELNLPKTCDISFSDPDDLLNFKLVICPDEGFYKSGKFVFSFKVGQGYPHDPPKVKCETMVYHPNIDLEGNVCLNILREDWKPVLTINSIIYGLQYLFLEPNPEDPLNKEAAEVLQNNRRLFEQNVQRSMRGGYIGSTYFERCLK
Target sequence (Q13564 whole entry, looked up): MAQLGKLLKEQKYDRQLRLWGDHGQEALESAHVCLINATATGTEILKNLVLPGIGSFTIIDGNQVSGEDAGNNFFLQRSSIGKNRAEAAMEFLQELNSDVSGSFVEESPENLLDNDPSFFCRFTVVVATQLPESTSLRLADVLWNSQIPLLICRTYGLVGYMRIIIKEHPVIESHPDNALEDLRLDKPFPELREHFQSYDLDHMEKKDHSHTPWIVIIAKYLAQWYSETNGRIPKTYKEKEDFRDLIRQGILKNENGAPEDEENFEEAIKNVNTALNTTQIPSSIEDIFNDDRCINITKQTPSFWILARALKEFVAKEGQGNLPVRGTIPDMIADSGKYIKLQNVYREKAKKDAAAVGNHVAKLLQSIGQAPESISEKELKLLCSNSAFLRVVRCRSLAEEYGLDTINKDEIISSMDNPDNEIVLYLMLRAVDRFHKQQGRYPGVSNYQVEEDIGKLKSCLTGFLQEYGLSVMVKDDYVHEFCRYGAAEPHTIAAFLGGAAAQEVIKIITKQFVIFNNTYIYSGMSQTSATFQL
* hit, by the source's call; i = inactive; x = not tested or not shown; + = active, no number.

SMILES | PABP1 MLLE inh | MT1-MMP act inh | Rin1-Abl PPI inh | NadD block | Rpn11 inh | SKN-1 block | CSN inh | FAS TE block | Neddylation inh
CC1CC(C)CN(C(=O)CCNS(=O)(=O)c2cccs2)C1 (stereo not drawn) | 1 | -4 | 6 | 2 | i | -5 | 2 | -5 | i
Cc1[nH]c2ccccc2c1CCN(Cc1cccnc1)C(=S)Nc1ccc(F)cc1 | -60 | 0 | 0 | 8 | i | 13 | 1 | 6 | i
CCOC(=O)c1sc2nc(N3CCOCC3)c3c(c2c1N)CCCC3 | 14 | -3 | -5 | 7 | i | 14 | -4 | 7 | x
COCCCN1C(=O)C(=O)/C(=C(/O)c2ccc(OC)cc2)C12C(=O)N(C)c1ccccc12 (stereo not drawn) | -3 | 0 | -2 | 6 | i | 1 | -2 | -3 | i
CCCCNC(=O)C1CCCN1C(=O)NC1CCCCC1 (stereo not drawn) | 7 | 1 | 1 | 2 | i | -25 | -4 | -2 | i
CC1CC(=O)N(CC(=O)Nc2ccc(F)cc2)c2ccccc2S1(=O)=O (stereo not drawn) | 0 | 3 | -1 | 3 | i | 1 | -2 | -1 | i
CCC(=O)N1CCc2cc(S(=O)(=O)N3CCCCCC3)ccc21 | 13 | -1 | 0 | -8 | i | 18 | -2 | 14 | i
COc1ccc(N2CCN(C(=O)c3cccc(S(=O)(=O)N4CCCc5ccccc54)c3)CC2)cc1 | -8 | -1 | 0 | -3 | i | 10 | 1 | 23 | i
C#CCOCCOCCOCCNc1nc(N2CCN(C(=O)[C@H](CCCCN)n3cc([C@@H](N)[C@H](C)CC)nn3)CC2)nc(N2CCN(C(=O)[C@H](CCC(=O)O)n3cc([C@@H](N)CCSC)nn3)CC2)n1 | -6 | 4 | 0 | -8 | i | -8 | -5 | -8 | i
COC(CNC(=O)CC1C(=O)N(Cc2ccccc2)C(C)c2nc3ccccc3n21)OC (stereo not drawn) | 1 | 2 | -3 | 1 | i | -14 | -4 | -4 | i
COc1ccc(-c2cc(C)no2)cc1S(=O)(=O)Nc1ccccc1 | 1 | 2 | 6 | -12 | i | 25 | -4 | 3 | i
COc1ccc(OCCCC(=O)NNC(=O)CCN2CCN(c3ccccc3)CC2)cc1 | 9 | -2 | 2 | -1 | i | 9 | 3 | -3 | i
CCOc1ccccc1NC(=S)Nc1ccc(S(N)(=O)=O)cc1 | 34 | 1 | 3 | -2 | i | 3 | 5 | -6 | i
Cc1ccccc1N(C(=O)c1csnn1)C(C(=O)NC1CCCC1)c1ccncc1 (stereo not drawn) | -1 | 3 | -1 | -1 | i | 4 | 0 | -6 | i
Cc1nnc2ccc(N3CCN(c4cccc(C(F)(F)F)c4)CC3)nn12 | -2 | 8 | -3 | 3 | i | 1 | 2 | 7 | i
COc1ccc(OCCC(=O)NC2CCCCC2)cc1 | -7 | -4 | 0 | 3 | i | 5 | 3 | -6 | i
O=C(CN1C(=O)COc2ccc(S(=O)(=O)N3CCCC3)cc21)NC1CC1 | 10 | 3 | -4 | 3 | i | -8 | -1 | -4 | i
CCN(CC)C(=O)Cc1c(O)c2ccccc2[nH]c1=O | -4 | -3 | -3 | -4 | i | -1 | -3 | -6 | i
CCn1c(C)nc2cc(C(=O)N/N=C/c3ccccc3)ccc21 | -13 | 12 | 5 | -3 | i | -4 | -6 | -1 | i
C=C1CCN([C@H](C(=O)NCc2ccc(Cl)c(Cl)c2)C(C)C)S(=O)(=O)c2ccccc21 | 3 | 0 | -3 | -7 | i | 12 | -2 | 27 | i
CCOC(=O)c1ccc(NC(=O)CSc2nccn2C)cc1 | 5 | -2 | -3 | -9 | i | 18 | 3 | -23 | i
CC(=O)Nc1ccc(CC(=O)NCCC(c2ccccc2)c2ccccc2)cc1 | 2 | -4 | 3 | 6 | i | -9 | -1 | -3 | i
CCOC(=O)c1ccc(-n2cccc2/C=C2\NC(=O)NC2=O)cc1 | -16 | -8 | -2 | 2 | + | -5 | -3 | -3 | i
O=C1C2C(C(=O)N1CC1CCCO1)C1C=CC2C12CC2 (stereo not drawn) | 2 | 3 | -4 | 3 | i | 2 | 1 | 2 | i
Cc1ccc(Nc2nc(NCC3CC3)nc3ccsc23)c(C)c1 | 6 | -1 | -4 | -5 | i | -7 | -3 | 3 | i

Grouped by structure, those above containing an NH in an aromatic ring (2)
SMILES | PABP1 MLLE inh | MT1-MMP act inh | Rin1-Abl PPI inh | NadD block | Rpn11 inh | SKN-1 block | CSN inh | FAS TE block | Neddylation inh
Cc1[nH]c2ccccc2c1CCN(Cc1cccnc1)C(=S)Nc1ccc(F)cc1 | -60 | 0 | 0 | 8 | i | 13 | 1 | 6 | i
CCN(CC)C(=O)Cc1c(O)c2ccccc2[nH]c1=O | -4 | -3 | -3 | -4 | i | -1 | -3 | -6 | i

The listing picks up; the three compounds before the break are reprinted first.
SMILES | PABP1 MLLE inh | MT1-MMP act inh | Rin1-Abl PPI inh | NadD block | Rpn11 inh | SKN-1 block | CSN inh | FAS TE block | Neddylation inh
CCOC(=O)c1ccc(-n2cccc2/C=C2\NC(=O)NC2=O)cc1 | -16 | -8 | -2 | 2 | + | -5 | -3 | -3 | i
O=C1C2C(C(=O)N1CC1CCCO1)C1C=CC2C12CC2 (stereo not drawn) | 2 | 3 | -4 | 3 | i | 2 | 1 | 2 | i
Cc1ccc(Nc2nc(NCC3CC3)nc3ccsc23)c(C)c1 | 6 | -1 | -4 | -5 | i | -7 | -3 | 3 | i
Cc1ccc2[nH]c(=O)c3cc(C(=O)N4CCN(C(=O)c5ccco5)CC4)sc3c2c1 | -19 | -2 | -3 | 2 | i | -6 | -2 | -8 | i
Cc1cc(NC(=O)c2ccc(S(=O)(=O)N(C)CC3CCCO3)cc2)no1 (stereo not drawn) | -2 | 1 | 0 | 0 | i | -10 | 2 | 9 | i
CC(C)CC1(C)NC(=O)N(CC(=O)Nc2ccc3c(c2)CCC3)C1=O (stereo not drawn) | 0 | -1 | 2 | -3 | i | -7 | -5 | -1 | i
Cc1ccc(-n2[nH]c(=O)c3cccnc32)cc1 | -8 | 0 | 0 | -3 | i | -2 | -4 | -10 | i
c1cc[n+](CCCC[n+]2ccccc2)cc1 | 0 | 5 | 0 | 0 | i | 11 | -2 | -9 | i
CC(Oc1cccnc1[N+](=O)[O-])C(=O)Nc1cccc(Cl)c1 (stereo not drawn) | 4 | 4 | 5 | -6 | i | 14 | -5 | 6 | i
CCOC(=O)Cc1nn(Cc2nc(-c3ccc(C)cc3)cs2)c(=O)c2ccccc12 | -9 | 4 | -2 | 1 | i | 0 | 4 | 16 | i
COc1ccc2o/c(=N\O)c(C(=O)Nc3ccc(C)cc3)cc2c1 | 14 | 0 | -2 | -9 | i | 6 | 5 | -181 | i
N#C/C(=C\c1c[nH]c2ccccc12)C(=O)NC1CCCC1 | 10 | 3 | -2 | -2 | i | -1 | -2 | -4 | i
Cc1cc(OCCn2cc(/C(N)=N/O)c3ccccc32)ccc1Cl | 14 | 3 | -1 | 1 | i | 9 | 1 | -144 | i
O=C(Nc1ccccc1)C1CCCN1C(=O)Nc1ccccc1[N+](=O)[O-] (stereo not drawn) | 6 | 4 | 0 | -3 | i | 0 | 1 | -1 | i
COc1ccc(Cl)cc1NC(=O)NC(C)C(C)(C)C (stereo not drawn) | -3 | -2 | 3 | -4 | i | 4 | 2 | 7 | i
Cc1ccc(SC[C@H](CC(C)C)N2CCN(CCc3ccccc3)CCC2=O)cc1 | 6 | 4 | 2 | -8 | i | -6 | 0 | 30 | i
Cc1ccccc1CN1[C@@H](CC2CCCCC2)COCCS1(=O)=O | 0 | x | 4 | -5 | i | 8 | 4 | 20 | i
COCCCn1c(=O)c2ccccc2n(Cc2ccc(C)cc2)c1=O | 2 | -4 | -2 | -6 | i | 16 | -1 | 7 | i
O=C(Nc1cc(C(F)(F)F)ccc1N1CCCCC1)c1ccc(Br)o1 | -12 | -1 | 1 | 3 | i | -15 | 6 | 25 | i
CCOc1ncccc1C(=O)Nc1ccc2nc(C)sc2c1 | 3 | 5 | 1 | 0 | i | -1 | 1 | 0 | i
O=C(Cn1c(=O)n(Cc2ccco2)c(=O)c2c3c(sc21)CCCC3)Nc1ccccc1 | -5 | 3 | 1 | 21 | i | 24 | 4 | 30 | i
Cc1ccc2c(c1)nnn2C1CCN(CC(=O)N2c3ccccc3CC2C)CC1 (stereo not drawn) | -3 | 4 | 6 | -3 | i | 2 | 1 | 3 | i
CCC(=O)Nc1cc(NC(=O)CSc2ncc(-c3ccc(F)cc3)n2Cc2ccco2)ccc1C | -29 | 5 | 6 | -4 | i | -10 | 0 | 4 | i
CCOC(=O)C(C(C)=O)c1nc(C)nc2c1nnn2Cc1ccccc1Cl (stereo not drawn) | 20 | -2 | 4 | -8 | i | 2 | 0 | 17 | i
CCn1cc(C(=O)NCc2ccc(C)cc2)c(=O)c2cc(S(=O)(=O)N(C)C)ccc21 | -4 | 3 | 0 | -6 | i | -10 | -4 | 56* | i
CC(C)(C)NC(=O)C[C@H]1C[C@H](C(=O)N2CCCCC2)[C@@]2(CCc3ccccc3)c3[nH]c4ccc(Cl)cc4c3CCN2C1=O | -2 | -39 | 0 | 4 | i | -2 | -4 | 10 | i
Cc1cc(Nc2ccc([N+](=O)[O-])cc2)c2ccccc2n1 | -3 | 0 | -5 | 0 | i | -3 | 5 | 4 | i
C=CCN1C(=O)/C(=C\c2ccc(C)cc2)N=C1SCC(=O)NCCC | 19 | 6 | 3 | 1 | i | -5 | 0 | -3 | i

Next part.
SMILES | PABP1 MLLE inh | MT1-MMP act inh | Rin1-Abl PPI inh | NadD block | Rpn11 inh | SKN-1 block | CSN inh | FAS TE block | Neddylation inh
COc1ccccc1CCNC(=O)c1c(C)nn(CC(C)C)c1Cl | 2 | 3 | 3 | -4 | i | -2 | 1 | -1 | i
O=C1C(O)CC2c3ccccc3CC3(CCCC3)N12 (stereo not drawn) | 26 | -11 | -1 | -1 | i | 16 | 2 | 0 | i
CCc1nnc(NC(=O)C2CCCN(c3nc4ccccc4s3)C2)s1 (stereo not drawn) | 5 | 4 | 1 | -5 | i | 7 | 1 | 0 | i
O=C(c1ccco1)N1CCN(C(=O)c2cc3c(=O)oc4ccccc4c3s2)CC1 | -4 | 1 | 1 | 7 | i | -2 | 8 | -7 | i
C=CCC[C@@H](Cc1ccc(F)cc1)C(=O)OC[C@@H](Cc1ccccc1)NC(=O)[C@@H](CC=C)CC(=O)N[C@@H](CO)Cc1ccccc1 | 7 | -14 | 4 | 2 | i | 1 | -2 | 1 | i
O=C(NN1C(=O)c2ccc(-c3ccc4c(c3)C(=O)N(NC(=O)c3cccnc3)C4=O)cc2C1=O)c1cccnc1 | 23 | -2 | 0 | 10 | i | 7 | -11 | 0 | i
CCn1c(SCc2ccc(C(=O)OC)o2)nnc1-c1c[nH]c2ccccc12 | -26 | -5 | 14* | 3 | i | -15 | 0 | -4 | i
CC(=O)c1ccc(OC2OCCOC2Oc2ccc(C(C)=O)cc2)cc1 (stereo not drawn) | -4 | 4 | -8 | -5 | i | 0 | 2 | 1 | i
CCCCC(=O)N(C)c1c(CC)nc2c(OCc3cc(Cl)cc(Cl)c3)cccn12 | -4 | -14 | 1 | 11 | i | 9 | -3 | 21 | i
COC(=O)c1sccc1NC(=O)CSc1ccccc1NC(=O)CNC(C)C | 13 | 3 | 0 | -4 | i | 3 | 6 | 0 | i
Nc1ccc(S(=O)(=O)Nc2cnc3c(Cl)cccc3n2)cc1 | 0 | 9 | 0 | 2 | i | -3 | -1 | -4 | i

Screens from PubChem.

Compounds were not picked by outcome; any-hit rate near 3.9%.
